WT yeast gro inh – growth inhibition of WT yeast, mitochondrial fusion screen | mitochondrial fusion phenotypic screen, WT strain | inhibition, % at 10 µM | actives 2.1% (n = 190,000) | AID 1362; in the data active means inhibition above about 58%; tested in S. cerevisiae
XIAP displacement – XIAP antagonists, biochemical, IAP family, fluorescence polarization (AID 1018); displacement, % at 20 µM; hits with a dose series show IC50 in µM; actives 0.007% (n = 200,000); XIAP BIR domain, fluorescence polarization peptide displacement; higher % means a stronger effect; in the data active means displacement above about 50%; further: a part of the inactive calls stands beside numbers as strong as those of hits
MT stabilize HCS – stabilizes microtubules in HeLa cells. HeLa tubulin immunostaining HCS, 24 h; share of cells brighter than vehicle mean+2SD. % tubulin-high responders, % at 10 µM. actives 0.83% (n = 200,000). AID 2205;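 active means plate Z-score above 3 for both tubulin-high and condensed-nucleus cell shares, with cell loss under 80%, at 10 µM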;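 further: anti alpha tubulin signal scored within the nucleus-defined area of each cell; some results filed as inactive read as strong as hits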
Dynein transport – blocks dynein driven cargo transport along microtubules; 3617.4 mouse cells, GR-EGFP nuclear translocation imaging; test concentration mostly 20 µM; stimulated with dexamethasone, 1 µM; active compounds read low; z-score, hits read low; actives 0.47% (n = 220,000);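 active means plate z-score of nuclear minus cytoplasmic receptor signal below a set negative limit, without overly bright fluorescence or cell loss, cut at about -3.5 in these data, passing the limit was not always enough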;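 further: z-score of nuclear minus cytoplasmic ring GR-EGFP intensity difference per well; some compounds called inactive have numbers as strong as hits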
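Buffer or medium: tet-free, stripped-serum medium; Also added: dexamethasone, 1.0 µM final; Technique: high-content fluorescence imaging after fixation; Times: 48 h induction, 1 h compound, 30 min dex at 37 °C; Read-out: per-cell GR-EGFP intensity, nucleus versus surrounding cytoplasmic ring, well-averaged.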
Hep lipid drop – modulators of hepatic lipid droplet formation. AML12 mouse hepatocytes, oleate lipid droplets, BODIPY imaging. inhibition, % at 6.5 µM. actives 0.4% (n = 240,000). AID 1656;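 active means lipid droplet intensity inhibited by at least 50%, with more than 500 cells counted; inconclusive means wells with under 300 cells, treated as cytotoxic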
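Test system: AML12 mouse liver cells; schedule: overnight exposure; technique: high-content imaging of BODIPY-stained droplets and DAPI nuclei; read-out: % inhibition of corrected integrated BODIPY droplet signal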
Insulin prom up – MIN6 insulin promoter up-regulation | MIN6 insulin promoter-GFP reporter, high-content imaging; active compounds read high | actives 0.3% (n = 190,000) | z-score at 5 µM;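 active means z-score above 3 at 5 µM with at least 500 cells counted in the well; inconclusive means wells under 500 cells, flagged as cytotoxic or low count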
b-catenin transl – beta-catenin nuclear translocation modulation; HeLa beta-catenin nuclear translocation, immunofluorescence imaging; nuclear translocation activity, % at 5 µM; actives 0.3% (n = 190,000); AID 1665;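 active means nuclear translocation activity above 50% at 5 µM, with a well cell count of 50 or more; inconclusive means wells under 50 cells across six images, flagged as toxic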;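 further: per-cell ratio of nuclear to cytoplasmic median beta-catenin stain intensity; plate controls were DMSO negative control for no effect and GSK-3 inhibitor IX positive control for full effect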
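Test system: human HeLa cells, endogenous beta-catenin. Times: 24 h compound exposure, 37°C. Measured by: beta-catenin immunofluorescence imaging with DAPI.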
Autophagy mod – autophagy modulation, high-content screen; MEF GFP-LC3 puncta imaging; test concentration mostly 10 µM; calls only at 10 µM (by protocol); actives 0.98% (n = 190,000);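 active means percentage of spot-positive cells more than 3 SD above its plate mean, without a fluorescence outlier flag or 80% toxicity; inconclusive means no clear call, values can overlap the other calls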;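 further: spot-positive cell cutoff set from DMSO-treated cells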
ER stress rescue – rescue of cells from ER stress-induced death, primary screen, 384-well, CSM14.1, thapsigargin, ATP luminescence (AID 1222); CSM14.1 thapsigargin-induced death rescue, ATP luminescence; higher % means a stronger effect; cellular ATP content (survival), % at 20 µM; hits with a dose series show EC50 in µM; 190,000 tested, under 10 active;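 active means EC50 below 50 µM in the dose-response confirmation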;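 further: death triggered by thapsigargin at about 15 µM added after 2 h compound pretreatment; cell ATP read after overnight thapsigargin exposure of roughly 18 to 22 hours; normalized against plate controls of thapsigargin alone and 5% DMSO vehicle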
WT yeast gro inh mutant strain – further read-out of WT yeast gro inh, marked with its call; inhibition, %; mitochondrial fusion phenotypic screen, mutant strain inhibition
Dynein transport cytoplasmic EGFP – recorded beside Dynein transport, whose call it bears; z-score; measured here: cytoplasmic GR-EGFP intensity; active compounds read high
Dynein transport nuclear GR-EGFP – second read-out of Dynein transport, no call of its own (marks repeat the call); z-score; measured here: nuclear GR-EGFP intensity;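 lower value marks the stronger effect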
Dynein transport cell count – recorded beside Dynein transport, whose call it bears; z-score; measured here: cell count per field
Insulin prom up cell count – also measured in Insulin prom up; calls as there; cell count; measured here: cytotoxicity, nuclei count;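 total cells summed across four imaged fields per well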
Hep lipid drop cells 6.5 µM – recorded beside Hep lipid drop, whose call it bears; cell count; measured here: cell count, cytotoxicity flag;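 cells counted across two imaged fields per well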
b-catenin transl cell count 5 µM – second read-out of b-catenin transl, no call of its own (marks repeat the call); cell count; measured here: cell count, cytotoxicity flag
MT stabilize HCS Hoechst-high % – recorded beside MT stabilize HCS, whose call it bears; % Hoechst-high responders; measured here: nuclear condensation Hoechst responders;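 share of cells brighter than vehicle mean plus two SD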
MT stabilize HCS cytotoxicity % – further read-out of MT stabilize HCS, marked with its call; toxicity, %; measured here: cytotoxicity by cell density;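 0% = mean cell density of plate MIN control wells and 100% = no cells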
Autophagy mod cell loss 18 h – also measured in Autophagy mod; calls as there; toxicity, %; measured here: cell loss, nuclei count;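 cell loss after 18 h compound exposure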
* hit, by the source's call; i = inactive; ? = inconclusive; . = not tested or not shown; + = active, no number. This is a random part of the collection; about 4% have a hit in one of these screens.

| SMILES | WT yeast gro inh | WT yeast gro inh mutant strain | XIAP displacement | MT stabilize HCS | MT stabilize HCS Hoechst-high % | MT stabilize HCS cytotoxicity % | Dynein transport | Dynein transport cytoplasmic EGFP | Dynein transport nuclear GR-EGFP | Dynein transport cell count | Hep lipid drop | Hep lipid drop cells 6.5 µM | Insulin prom up | Insulin prom up cell count | b-catenin transl | b-catenin transl cell count 5 µM | Autophagy mod | Autophagy mod cell loss 18 h | ER stress rescue |
| --- | --- | --- | --- | --- | --- | --- | --- | --- | --- | --- | --- | --- | --- | --- | --- | --- | --- | --- | --- |
| CCOC(=O)c1sc(-c2ccccn2)nc1C | 4.0 | -6.4 | -3.7% | 2.0 | 1.3 | 2.4 | -0.445 | -0.233 | -0.838 | 0.616 | 0.4 | 720 | -0.47 | 1315 | -1.5 | 1079 | i | -8.9 | . |
| COc1ccc(S(=O)(=O)N(CCc2ccccc2)CC(N)=O)cc1 | 21.4 | 17.7 | -3.9% | 3.5 | 1.1 | 2.5 | 1.64 | -0.329 | 0.804 | -0.604 | 1.5 | 662 | -0.94 | 1463 | -1.4 | 1028 | i | 13.1 | -1.6% |
| Cn1c(SCc2ccccc2Cl)nnc1-c1cnccn1 | 2.3 | -10.3 | 0.9% | 5.7 | 3.4 | 10.5 | 0.228 | -0.182 | 0.359 | -0.249 | 0.5 | 801 | 0 | 1179 | -1.1 | 1134 | i | 46.9 | 2.1% |
| C=CCSc1nc2sc3c(c2c(=O)n1CC)CCc1ccccc1-3 | 86.4 | 88.6 | -7.2% | 2.5 | 2.5 | 9.7 | -1.28 | 0.149 | -0.478 | 0.199 | . | . | 0.57 | 1191 | -4.0 | 974 | i | 4.6 | 0.3% |
| O=[N+]([O-])c1cccnc1Oc1ccc(C2SCCS2)cc1 | . | . | . | . | . | . | 0.439 | -0.293 | -0.12 | 0.299 | 0.6 | 690 | 1.04 | 1201 | -3.0 | 1175 | . | . | . |
| CC(/C=N/Nc1nnc2c(n1)[nH]c1ccccc12)=C\c1ccco1 | 3.0 | -4.6 | 0.6% | 2.2 | 1.4 | 4.1 | 0.679 | 0.129 | 0.248 | 0.516 | -12.1 | 815 | . | . | -14.1 | 1105 | i | -5.6 | -3.5% |
| Cc1ccc(-c2cn(-c3ccc(OC(F)F)cc3)c3[n+]2CCCCC3)cc1 | . | . | . | . | . | . | -0.296 | -0.267 | -0.126 | 0.264 | 2.9 | 703 | ? | . | 1.0 | 1313 | . | . | . |
| CCOC(=O)C1CCCCN1Cc1cccc(F)c1 (stereo not drawn) | -14.5 | -12.4 | -3.0% | 1.7 | 1.9 | 9.6 | -1.2 | -0.187 | -0.464 | 1.75 | -4.9 | 742 | . | . | . | . | i | -0.1 | -1.4% |
| CCOC(=O)C1=NOC(Cn2cc(C(C)=O)c(=O)[nH]c2=O)C1 (stereo not drawn) | -12.4 | -5.0 | -1.1% | 3.3 | 1.8 | 0.6 | -0.226 | -0.232 | -0.171 | 1.2 | -5.4 | 661 | . | . | 0.1 | 1067 | i | -0.4 | . |
| CCCCNS(=O)(=O)c1ccc(S(=O)(=O)n2cnc3ccccc32)cc1 | -16.1 | 3.2 | -2.3% | 3.8 | 1.6 | 4.6 | -0.683 | 0.283 | -0.488 | 0.302 | 17.4 | 756 | . | . | 6.8 | 521 | i | 7.8 | -3.2% |
| CC(C)Sc1ncc(S(=O)(=O)c2ccccc2)c(=O)[nH]1 | -11.2 | -9.6 | -7.6% | 1.8 | 2.9 | 6.5 | -0.394 | -0.251 | 0.139 | -0.706 | 23.3 | 739 | 0.45 | 1337 | -0.7 | 1142 | i | 32.1 | -0.7% |
| COc1ccccc1OCCOCCOc1c(C)cc(C)cc1Br | 26.1 | -3.2 | -5.4% | 1.6 | 2.7 | 12.2 | -0.558 | -0.195 | -0.0875 | -0.316 | -34.4 | 625 | -0.18 | 1339 | -0.3 | 1121 | i | 6.8 | -2.1% |
| CCOC(=O)Nc1ccc2c(CN3CCN(S(=O)(=O)c4ccccc4)CC3)cc(=O)oc2c1 | -1.3 | -26.8 | -2.0% | 3.5 | 1.9 | 6.3 | 0.997 | 0.0816 | 1.5 | -0.966 | 13.2 | 712 | -0.44 | 1058 | 3.7 | 944 | i | -4.2 | 4.6% |
| COc1ccc(C)cc1NC(=O)C1CC(=O)N(Cc2ccco2)C1 (stereo not drawn) | 2.8 | -8.9 | -1.5% | 1.6 | 1.4 | 8.7 | -0.772 | -0.241 | -0.409 | 1.55 | . | . | 0.05 | 1321 | -1.3 | 1018 | i | -15.4 | 1.2% |
| O=C(CN1CCN(c2ccccc2F)CC1)c1ccc2c(c1)OCO2 | -10.6 | 6.8 | -1.9% | 3.6 | 2.9 | 7.0 | -0.575 | -0.228 | -0.353 | 0.952 | . | . | 0.99 | 1220 | -1.6 | 717 | i | -2.8 | 0.5% |
| Cc1noc(C)c1S(=O)(=O)N1CCC(C(=O)Nc2ccccn2)CC1 | 41.8 | 92.0 | -7.7% | 1.8 | 1.3 | 2.7 | 2.04 | -0.2 | 0.93 | -0.398 | -9.4 | 735 | 1.82 | 1440 | 0.7 | 1023 | i | -1.2 | -0.9% |
| O=C(COC(=O)Cn1cnc2ccccc21)NCCc1ccccc1 | -1.9 | -8.0 | 2.0% | 4.6 | 2.2 | 2.1 | 1.52 | -0.0847 | 2.03 | -2.13 | . | . | 0.32 | 1146 | -1.2 | 1111 | i | -4.7 | -1.1% |
| CCCS(=O)(=O)N1CCN(c2ccccc2F)CC1 | -1.8 | 1.4 | -13.9% | 3.6 | 1.3 | 6.9 | -0.365 | -0.225 | 0.0992 | 0.789 | 2.1 | 759 | 2.12 | 1174 | . | . | i | 0.6 | -0.4% |
| COc1ccc([N+](=O)[O-])cc1/C=N/NC(=O)Cc1ccccc1 | -3.6 | -14.1 | 2.3% | 3.3 | 1.3 | 10.3 | -0.93 | -0.364 | -0.703 | 1.13 | 6.1 | 779 | -0.08 | 1402 | 0.2 | 1457 | i | 21.3 | 2.9% |
| COc1cc(OC)cc(C(=O)N/N=C2/SCC(=O)N2Cc2ccco2)c1 | -5.1 | -3.4 | -4.3% | 4.3 | 1.8 | 12.0 | -0.485 | -0.168 | -0.242 | 0.162 | 0.5 | 709 | -0.27 | 1197 | -1.1 | 1103 | i | 3.0 | -1.4% |
| O=C(Nc1ccc(O)c2c(=O)cc(-c3ccccc3Cl)oc12)c1cccc(Cl)c1 | -12.8 | 5.1 | -5.4% | 6.1 | 5.1 | 0.7 | 0.0434 | -0.223 | 0.458 | -0.0477 | -12.2 | 715 | 1.19 | 1346 | . | . | i | 41.4 | 19.4% |
| Nc1nn(S(=O)(=O)c2ccccc2)cc1-c1cccc([N+](=O)[O-])c1 | -1.9 | 2.0 | -5.6% | 1.9 | 1.9 | 5.7 | -1.03 | -0.292 | -0.513 | 1.34 | -16.6 | 643 | . | . | -0.6 | 1086 | i | -6.7 | -2.1% |
| COc1ccc(C(=O)Oc2cc(N)n(S(=O)(=O)c3ccccc3)n2)cc1 | -10.5 | 2.6 | -1.6% | 2.7 | 2.6 | 5.4 | 0.439 | -0.401 | -0.358 | 0.218 | -4.3 | 681 | -0.43 | 1526 | 0.5 | 988 | i | -1.7 | 2.2% |
| Cc1ccc(NC(=O)c2cc(C)on2)cc1 | 0.2 | -6.9 | 0.0% | 3.5 | 2.3 | 6.7 | -0.684 | -0.213 | -0.102 | 0.375 | . | . | -0.08 | 1599 | 3.5 | 1410 | i | 6.9 | -3.3% |
| CN1CCC(NC(=O)Nc2cccc(C(F)(F)F)c2)CC1 | 5.6 | 12.5 | -4.4% | 2.9 | 2.7 | 9.8 | -0.418 | -0.139 | 0.053 | -0.11 | -1.1 | 724 | -0.19 | 1485 | -1.4 | 1007 | i | 12.9 | -0.6% |
| COc1ccccc1/C=C/C(=O)c1c2c(c(C)[nH]c1=O)CCCC2 | -13.8 | -0.4 | -2.4% | 11.6 | 15.9 | 31.3 | -2.45 | 0.203 | -1.05 | 0.627 | . | . | 1.79 | 1456 | 2.2 | 1336 | + | -13.1* | -4.3% |
| COc1ccc(NC(=O)CN2CCN(c3ccc(F)cc3)CC2)cc1Cl | 7.9 | -10.3 | 0.3% | 1.2 | 1.2 | 2.5 | 0.119 | -0.195 | 0.0352 | 0.499 | . | . | -0.61 | 1358 | -1.8 | 997 | i | 0.2 | -0.6% |
| CSc1ccccc1NC(=O)Nc1ccc(Cl)cc1 | 5.6 | -6.1 | -7.4% | 1.9 | 1.6 | 8.7 | -0.463 | 0.0218 | -0.212 | 0.0505 | 9.0 | 749 | . | . | . | . | i | 1.2 | -1.8% |
| CS(=O)(=O)N1N=C(c2ccc(Cl)cc2)CC1c1cccs1 (stereo not drawn) | -9.0 | -8.5 | -4.4% | 3.2 | 1.5 | 7.0 | -2.03 | -0.256 | -0.818 | 0.989 | -4.6 | 763 | . | . | . | . | i | 3.6 | -0.1% |
| COc1ccc(-c2nnc3n2C(C)(C)Cc2cc(OC)c(OC)cc2-3)cc1 | -0.6 | 6.5 | -2.1% | 1.3 | 2.1 | 6.5 | -0.324 | -0.0143 | -0.36 | 0.203 | . | . | 0.16 | 1354 | -2.4 | 1320 | i | 2.3 | -2.2% |
| C/C(Cn1nnc([N+](=O)[O-])n1)=N\NC(=O)c1ccc(O)cc1 | . | . | . | . | . | . | 0.0689 | -0.262 | 0.406 | -0.149 | -8.2 | 690 | -2.04 | 850 | 1.4 | 1277 | . | . | . |
